Source: PubChem
RNase H inhibition: RNase H inhibition, HIV 1 Gag Pol polyprotein, FRET biochemical assay, screening (AID 372); one-dose inhibition, % at 10 µM; IC50 in µM for titrated hits; 100,000 tested, 0.77% active; HIV-1 RT RNase H, FRET RNA/DNA substrate fluorescence; higher % means a stronger effect; in the data active = inhibition above about 50%
* = called active by the depositor. Some of the compounds tested, so the mix of outcomes need not match the whole.

SMILES	RNase H inhibition
O=C(CSc1nccn1Cc1ccccc1)c1ccc([N+](=O)[O-])cc1	8%
Cc1nn(-c2nc3ccccc3s2)c(C)c1Oc1ccccc1O	14%
COc1ccc(Br)cc1CN1CCN(S(=O)(=O)c2ccccc2)CC1	4%
O=c1cc(O)nc(SCc2ccc([N+](=O)[O-])cc2)[nH]1	6%
CC1(C)Cc2c(sc3ncn4nc(-c5ccncc5)nc4c23)C(C)(C)N1	6%
Cc1ccc2nc(-c3cc(NC(=S)NC(=O)c4ccco4)ccc3Cl)oc2c1	6%
COc1ccccc1NS(=O)(=O)c1ccc(Br)cc1	0%
CC1C2C=CC(C1C(=O)N(C=O)c1cccc([N+](=O)[O-])c1)C2C1=CCCC1 (stereo unspecified)	2%
CCOC(=O)C(CCCOc1ccccc1Cl)C(=O)OCC	0%
CCn1c2ccccc2c2cc(C(C)=O)ccc21	5%
CC(C)(C)C12C=CC1(C(C)(C)C)C(C)(O)C2=O (stereo unspecified)	9%
COc1ccc(NC(=O)CSc2ncccn2)cc1	0%
COc1ccccc1N1C(=O)NC(=O)/C(=C/c2ccc(Br)s2)C1=O	3%
COc1cccc(NC(=O)C(=O)N/N=C/c2ccc(OC)c(OC)c2)c1	1%
O=Cc1ccc(-c2ccccc2OC(F)(F)F)o1	10%
O=C(O)CN1C(=O)/C(=C\c2ccc(OC(=O)c3ccc(Cl)cc3Cl)cc2)SC1=S	14%
C/C(=N\NC(=O)c1ccc(O)cc1O)c1ccc(Cl)cc1	3%
O=C(COc1ccc(Cl)cc1Cl)N1CCCc2ccccc21	5%
COC(=O)C1=CNC=C(C(=O)OC)C1c1cc(OC)c(OC)c(OC)c1	5%
O=C(Cc1nnc(NC(=O)c2ccco2)s1)NCc1ccccc1	5%
CC(C)(C)c1ccc(C(=O)n2cc(Br)cn2)cc1	6%
Cc1ccc(NNC(=O)C(O)(c2ccccc2)c2ccccc2)c(Br)c1	8%
CCCOc1ccc(C2NC(=O)NC(C)=C2C(=O)OCC2CCCO2)cc1 (stereo unspecified)	17%
COc1cccc(NC(=O)Nc2nnc(-c3ccccc3SCc3ccc(Cl)cc3)s2)c1	49%
COc1cc(/C=N/N(C)c2ccccc2)cc(Br)c1O	43%

More entries follow.
SMILES	RNase H inhibition
CC(C)(C)NC(=O)c1cc(N)cc(N)c1	2%
Cc1ccc(-c2cc(C(F)(F)F)n3ncc(C(=O)Nc4cccnc4)c3n2)cc1	9%
O=C(Nc1ccc2c(c1)OCO2)c1nn2c(C(F)(F)F)cc(-c3ccco3)nc2c1Cl	4%
O=c1/c(=C/c2cccc([N+](=O)[O-])c2)sc2nc3cc(Br)cnc3n12	45%
CCCC(=O)Oc1ccc2c(=O)c(-c3ccccc3OC)coc2c1	4%
CCC(=O)NC(c1ccccc1)c1ccc2cccnc2c1O (stereo unspecified)	26%
COc1ccc(CCC(C)Nc2ccc(OC)cc2OC)cc1 (stereo unspecified)	19%
O=C(N=Nc1c(O)n(CN2CCCC2)c2ccccc12)c1ccncc1	0%
COc1ccc(S(=O)(=O)N(CC(=O)N2CCC(C)CC2)c2ccc(C)cc2)cc1Br	12%
CC1=C(C(=O)OCCc2ccccc2)C(c2ccccc2)NC(=O)N1 (stereo unspecified)	27%
CCCCc1cc(=O)oc2cc(OCC)ccc12	6%
COCCN=C1NS(=O)(=O)c2ccccc21	26%
COc1ccc2c(c1)nc(SCC(C)O)n2C (stereo unspecified)	16%
O=C(NCCCO)C(=O)NCC1CCCO1 (stereo unspecified)	6%
COc1ccccc1NC(=O)CCN1C(=O)S/C(=C/c2ccc(OC)c(OC)c2)C1=O	0%
COc1ccc(CNC(=O)CSc2cccc3cccnc23)cc1	8%
COc1ccc(-c2cc(-c3ccc(C)cc3)nc(N/N=C/c3cccnc3)n2)cc1OC	16%
O=C1NN(c2ccccc2)C(=O)/C1=C/c1cccc(Br)c1	0%
CCOC(=O)c1cc2n(c1N(C(C)=O)C(C)=O)-c1ccccc1C2=O	0%
CCOc1ccc(N2C(=O)CSC2=O)cc1	5%
CCCOc1cccc(C(=O)Nc2nc(-c3ccc(C)cc3)cs2)c1	2%
CCOc1ccc(/C=N/Nc2nc(C)cs2)cc1	5%
Cc1cc(Cl)ccc1NC(=O)C(=O)N/N=C/c1ccccc1F	6%
COc1ccc2c(c1)-c1c(ssc1=S)C(C)(C)N2CC(=O)c1ccccc1	39%
COc1cc(C(=O)Nc2cccc(Cl)c2C)ccc1OCc1ccc(Cl)cc1	24%

Remaining list, next part:
SMILES	RNase H inhibition
Cc1cc(Br)ccc1NC(=O)c1ccc(C)c([N+](=O)[O-])c1	3%
O=C(/C=C/c1ccc(Cl)cc1)Nc1cccc2nsnc12	0%
N#C/C(=C\c1cn(CC(=O)Nc2ccccc2)c2ccccc12)C(=O)NCc1ccccc1	1%
O=C1CC(N2CCN(C3CC(=O)N(c4ccc(F)cc4)C3=O)CC2)C(=O)N1c1ccc(F)cc1 (stereo unspecified)	9%
COc1c(Cl)cc(Cl)cc1/C=C(\C#N)c1nn(CCO)c(N)c1C#N	31%
Oc1ccc(Br)cc1C=Nc1cccc2ccccc12	14%
O=C(Nc1ccc(N2CCOCC2)cc1)c1cccc2c(Br)cccc12	26%
COc1ccc(CN2CCN(Cc3ccncc3)CC2)cc1Br	3%
O=C1c2ccccc2C(=O)c2c(C#Cc3ccccc3)cccc21	18%
Cc1ccc2nsnc2c1NC(=O)c1ccc(-c2ccc(Cl)cc2Cl)o1	34%
CC(C(=O)O)N1C(=O)/C(=C/c2ccccc2Cl)SC1=S (stereo unspecified)	15%
Cc1cc(C)cc(N2C(=O)/C(=C/c3ccc(O)c(Cl)c3)C(=O)NC2=S)c1	8%
CCOC(=O)C1=C(C)N=c2s/c(=C\c3ccc(SC)cc3)c(=O)n2C1c1ccccc1 (stereo unspecified)	12%
CC(C)(C)OC(=O)C1C(=O)CC(C)(O)C(C(=O)OC(C)(C)C)C1c1ccc(N)cc1 (stereo unspecified)	16%
CCOC(=O)C1=C(C)N=c2s/c(=C\c3ccc(O)cc3)c(=O)n2C1c1c(OC)ccc2ccccc12 (stereo unspecified)	13%
CCOC(=O)C1=C(CC)OC(N)=C(C#N)C1c1ccccc1OCC (stereo unspecified)	33%
COc1ccc(S(=O)(=O)Nc2ccc(Cl)c(C(F)(F)F)c2)cc1Br	13%
O=C1CCCC2=C1C(c1ccc(Cl)cc1Cl)Nc1ccccc1N2 (stereo unspecified)	6%
CCC(=O)NC(C)c1ccc(Br)cc1 (stereo unspecified)	11%
COc1ccccc1C(=O)NCC(=O)N/N=C/c1ccc(N(C)C)cc1	23%
O=C(CN(c1cccc([N+](=O)[O-])c1)S(=O)(=O)c1ccccc1)NCC1CCCO1 (stereo unspecified)	0%
COc1ccc(COC(=O)C2=C(C)NC3=C(C(=O)CCC3)C2c2ccc(O)c(OC)c2)cc1 (stereo unspecified)	13%
COC(=O)c1ccc(/C=N/c2c(-c3ccco3)nc3ccccn23)cc1	20%
O=C(O)CCCCCN1C(=O)C(=O)/C(=C(/O)c2ccc(Cl)cc2)C1c1ccccc1 (stereo unspecified)	13%
COc1ccc(OC)c(N(CC(=O)NCCc2ccc(OC)c(OC)c2)S(=O)(=O)c2ccc(OC)c(OC)c2)c1	0%

Part of the list above in order of SMILES length, low to high:
SMILES	RNase H inhibition
COCCN=C1NS(=O)(=O)c2ccccc21	26%
COc1ccc(NC(=O)CSc2ncccn2)cc1	0%
CCOc1ccc(/C=N/Nc2nc(C)cs2)cc1	5%
COc1ccccc1NS(=O)(=O)c1ccc(Br)cc1	0%
CCOC(=O)C(CCCOc1ccccc1Cl)C(=O)OCC	0%
COc1cc(/C=N/N(C)c2ccccc2)cc(Br)c1O	43%
O=C(/C=C/c1ccc(Cl)cc1)Nc1cccc2nsnc12	0%
Cc1nn(-c2nc3ccccc3s2)c(C)c1Oc1ccccc1O	14%
O=C(Cc1nnc(NC(=O)c2ccco2)s1)NCc1ccccc1	5%
O=C1NN(c2ccccc2)C(=O)/C1=C/c1cccc(Br)c1	0%
O=C1CCCC2=C1C(c1ccc(Cl)cc1Cl)Nc1ccccc1N2 (stereo unspecified)	6%
COc1ccc(Br)cc1CN1CCN(S(=O)(=O)c2ccccc2)CC1	4%
CCCOc1ccc(C2NC(=O)NC(C)=C2C(=O)OCC2CCCO2)cc1 (stereo unspecified)	17%
COc1ccccc1N1C(=O)NC(=O)/C(=C/c2ccc(Br)s2)C1=O	3%
CCOC(=O)c1cc2n(c1N(C(C)=O)C(C)=O)-c1ccccc1C2=O	0%
COc1cccc(NC(=O)Nc2nnc(-c3ccccc3SCc3ccc(Cl)cc3)s2)c1	49%
COc1ccc(S(=O)(=O)N(CC(=O)N2CCC(C)CC2)c2ccc(C)cc2)cc1Br	12%
O=C(O)CCCCCN1C(=O)C(=O)/C(=C(/O)c2ccc(Cl)cc2)C1c1ccccc1 (stereo unspecified)	13%
O=C(Nc1ccc2c(c1)OCO2)c1nn2c(C(F)(F)F)cc(-c3ccco3)nc2c1Cl	4%

The listing continues:
SMILES	RNase H inhibition
NS(=O)(=O)c1ccc(NC(=O)CCC2CCCCC2)cc1	10%
N/C(Cc1cccs1)=N\OC(=O)COc1ccccc1	5%
O=C1CCC([N+](=O)[O-])C(c2ccc(C(F)(F)F)cc2)N1 (stereo unspecified)	0%
OCCNCCOCCOc1ccc(Cl)cc1	9%
COc1cc(/C=C2/SC(=S)N(C)C2=O)ccc1OCc1c(Cl)cccc1Cl	11%
C#CCSc1nc2c(c(=O)n1CCc1ccccc1)C1(CCCC1)Cc1ccccc1-2	2%
COc1ccc(/C=C2\C(=O)NC(=O)N(c3cccc(Br)c3)C2=O)cc1[N+](=O)[O-]	7%
CCn1nnnc1-c1ccc(OC)c(S(=O)(=O)NCCc2ccc(OC)c(OC)c2)c1	0%
Cc1ccc(C)c(OCCOc2ccccc2/C=C2\SC(=S)NC2=O)c1	38%
COc1ccc(S(=O)(=O)N(CC(=O)NCc2ccccn2)c2ccc(C)cc2)cc1OC	0%
COC(=O)c1cc(NC(=O)C(C)(C)C)cc(C(=O)OC)c1	8%
CC(C)(C)N(Cc1ccccc1)C(=O)CCCN1C(=O)/C(=C/c2cccc(Br)c2)SC1=S	20%
Cc1c(C(=O)Oc2cccc3cccnc23)cccc1[N+](=O)[O-]	9%
O=C(NC(=S)Nc1ccccc1Cl)c1ccc(-c2ccccc2)cc1	13%
COc1cccc(C2NC(=S)NC(C)=C2C(=O)Nc2cccc(Cl)c2)c1OC (stereo unspecified)	13%
O=C(NCc1ccncc1)c1ccc(Cl)cc1	0%
c1ccc(-c2nc3c(c(-c4ccccc4)n2)CCCC3)cc1	0%
Cc1ccc(S(=O)(=O)Nc2ccc(C(=O)CC(=O)Nc3ccccc3)cc2)cc1	6%
COc1cccc(C(=O)N2CCOCC2)c1	0%
CCOC(=O)C1=C(C)N=c2s/c(=C\c3ccccc3O)c(=O)n2C1c1ccc2c(c1)OCO2 (stereo unspecified)	29%
COC(=O)c1cc(Cl)c(NC(=O)c2ccc(F)cc2)cc1OC	10%
O=C1C2ON(c3ccc(Cl)cc3)C(c3ccc(F)cc3)C2C(=O)N1c1ccc([N+](=O)[O-])cc1 (stereo unspecified)	9%
CCc1nnc(NC(=O)Nc2ccc(Cl)cc2)s1	10%
COc1ccc(C(=O)/C=C/c2ccc(-c3cccc(Cl)c3Cl)o2)cc1	8%
COc1cccc(OC)c1C(=O)Nc1cc(Cl)c(Cl)cc1Cl	2%

(more compounds)
SMILES	RNase H inhibition
O=C(Nc1ccc(Br)cc1)c1nc2nc(-c3ccccc3)cc(C(F)(F)F)n2n1	15%
O=C(c1c(Cl)cccc1Cl)N1CCOCC1	0%
COc1ccc(CN2CCN(Cc3cccn3C)CC2)c(OC)c1	6%
CCOc1cc(/C=C2\C(=O)NC(=O)N(c3ccc(C)cc3)C2=O)c(Br)cc1OC	9%
COc1ccccc1NC(=O)c1ccc2ccccc2n1	21%
O=C1CC(CSc2nnc(-c3ccccc3)n2-c2ccccc2)=NN1	7%
O=C(O)CCCN1C(=O)C(=O)/C(=C(\O)c2ccc(Cl)cc2)C1c1ccccc1[N+](=O)[O-] (stereo unspecified)	10%
Cc1cc(C23CC4CC(C2)CC(c2cc(C)c(S(N)(=O)=O)c(C)c2)(C4)C3)cc(C)c1S(N)(=O)=O	24%
COc1cc(C(C)(C)C)cc(Br)c1O	20%
CCOC(=O)c1c(C)n(C)c2ccc(OC(=O)c3ccc(OC)c(OC)c3)cc12	28%
Cc1cc(C)cc(N=Cc2cc([N+](=O)[O-])ccc2Cl)c1	21%
O=C(COc1ccc(Cl)cc1)Nc1cccc(-c2nc3cc(Cl)ccc3o2)c1	17%
CCOc1cc(OCC)cc(C(=O)Nc2ccc(OC(F)(F)F)cc2)c1	0%
CCOC(=O)C1=C(O)CSC1=Nc1ccc(F)cc1	2%
O=C(NC(=S)Nc1ccc(-c2nc3ccccc3s2)cc1)c1ccc(Cl)cc1	46%
Cc1ccc(NC(=O)C(=O)NNC(=O)COc2ccc(Cl)cc2)cc1	0%
Cn1c(=O)n(CC(=O)O)c2ccccc21	0%
CCC(C)NC(=O)Nc1ccc(Cl)cc1 (stereo unspecified)	0%
Clc1ccc(CN2CCN(/N=C/c3cccnc3)CC2)cc1	3%
COc1ccc(S(=O)(=O)Nc2ccc(Br)c(C)c2)cc1	0%
CCc1ccc(OCCOCCN(CC)CC)cc1	0%
CCOC(=O)C1=C(O)/C(=C/c2ccc(O)c(OC)c2)SC1=Nc1cccc(Cl)c1	38%
Clc1cccc(OCCOCCOc2cccc3cccnc23)c1	20%
C/C(=N/Nc1nccc(C)n1)c1ccccc1	0%
CSc1ccc(-c2ncnn2-c2cccc(Cl)c2)cc1	10%
Cc1ccc(SCCNC(=O)CN(c2ccccc2F)S(=O)(=O)c2ccccc2)cc1	10%
COc1ccc(N2C(=O)CC(N(CCc3ccc(OC)c(OC)c3)C(C)=O)C2=O)cc1 (stereo unspecified)	8%
CCOc1cc(C(=O)Nc2ccc3c(c2)OCO3)cc(OCC)c1OCC	21%
